# KAT2A inh: GCN5L2 (KAT2A) acetyltransferase inhibition | Q92830 | 390,000 compounds, 0.21% hits | GCN5L2 HAT assay, ThioGlo1 CoA-SH fluorescence | Potency, µM (titrated, usually from 58.9 µM), without a hit: at the highest dose activity change, negative = inhibition, usual class: inhibitors
#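 Enzyme at 20nM final was mixed with library compounds for 15 min at room temperature. Peptide H3(1-25) at 75uM, acetyl-CoA at 70uM and ThioGlo1 at 50uM were then added. Plates were read immediately and after 20 min (Ex340nm/Em540nm).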
# FEN1 inhibitor: blocks human flap endonuclease 1 | P39748 | Recombinant FEN1 flap cleavage, fluorescence, 15 min | Potency, µM (top dose mostly 114 µM), without a hit: top-dose activity change, negative = inhibition, most hits filed as inhibitors | 390,000 compounds, 0.35% hits | AID 588795; further: nearly all actives have a fitted effect of over 65% in size
# Target sequence (P39748 whole entry, looked up): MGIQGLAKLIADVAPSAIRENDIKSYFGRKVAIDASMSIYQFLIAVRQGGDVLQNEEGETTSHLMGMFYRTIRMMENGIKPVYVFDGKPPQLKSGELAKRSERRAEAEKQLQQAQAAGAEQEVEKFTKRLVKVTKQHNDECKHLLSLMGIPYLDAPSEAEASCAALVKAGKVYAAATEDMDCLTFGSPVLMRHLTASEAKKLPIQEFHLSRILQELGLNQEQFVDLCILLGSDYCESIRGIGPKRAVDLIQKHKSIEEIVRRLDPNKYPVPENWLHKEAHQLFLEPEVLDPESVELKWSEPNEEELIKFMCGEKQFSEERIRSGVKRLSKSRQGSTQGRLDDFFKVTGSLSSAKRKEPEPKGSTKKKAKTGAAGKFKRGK
#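 FEN1 at 10 nM preincubated with compounds 15 min at room temperature, then flap DNA substrate added at 50 nM final. Signal read at 0 and 15 min; concentration-response fitted with four-parameter Hill equation.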
# N370S GC: inhibits or activates N370S mutant glucocerebrosidase; N370S GC spleen homogenate, 4MU-glucoside fluorescence; P04062; 330,000 compounds, 0.092% hits; Potency, µM (doses to about 59.4 µM), inactives show at the highest dose activity change, negative = inhibition, actives largely listed as inhibitors;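 further: 0% = full enzyme activity and -100% = no enzyme basal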
# * hit, by the source's call; ? = inconclusive; . = not tested or not shown; & = joins results of further samples; [ ] = another dose, or the depositor's remark. The call rests on the fitted dose curve; in most records, active means well fitted curve in the direction sought with a large enough effect; inconclusive means small, poorly fitted or top-dose-only effect, or another doubt; inactive means no such curve, though single readings can be large; an effect the other way counts as inactive or inconclusive. Unless noted, on the % scale 0 is the no-effect control and ±100 the full control effect; potency means the concentration at half of the fitted maximal effect.
SMILES,KAT2A inh,FEN1 inhibitor,N370S GC
Cc1ccc(/C(=N\O)c2oc3c(C)c4oc(=O)cc(C)c4cc3c2C)cc1,-13%,-8%,16%
CCc1ccc(CNC(=O)CSc2cc(=O)n(C)c3ccc(Cl)cc23)cc1,4%,0%,.
O=C(Nc1cc(Cl)ccc1N1CCCC1)C1=NN(c2ccccc2)C(=O)CC1,-17%,-4%,3%
CC(C)CC(=O)Nc1c2c(nn1-c1cccc(Cl)c1)CS(=O)(=O)C2,-8%,1%,-4%
Cc1ccc(CN2C(=O)CCC2C(=O)NCCN2CCN(c3cccc(Cl)c3)CC2)cc1 (stereo not drawn),1%,1%,0%
COc1ccc(OC)c(NC(=O)N2CCN(Cc3nc4ccc(C)cc4o3)CC2)c1,0%,-1%,.
Cc1cc(NC(=O)c2cc3ccccc3oc2=O)no1,-5%,4%,.
CCCNC(=O)c1cc(S(=O)(=O)N2CCc3ccccc32)ccc1F,-5%,-5%,1%
CCN1CCN(C(CNS(=O)(=O)c2ccc(Cl)cc2)c2cccnc2)CC1 (stereo not drawn),-1%,-2%,-10%
CC/C(=C/c1sc2ccc(C)cc2[n+]1CCO)SC,?,-15%,-10%
Brc1ccc(/C=N/n2cnnc2)s1,-2%,-35%,-1%
Cc1ccc(P(=O)(O)c2ccc(C)cc2)cc1,-3%,0%,2%
[O-]/C(=C(\C(=S)Nc1cccc2ccccc12)[n+]1ccccc1)c1ccc(OC(F)F)cc1,1%,-4%,-1%
O=C(NCC(=O)N(c1cccc(F)c1)C(C(=O)NC1CCCC1)c1ccco1)c1ccco1 (stereo not drawn),-3%,10%,-6%
CCNc1nc(NC(C)C)nc(NS(=O)(=O)c2ccc(N)cc2)n1,-6%,-1%,3%
O=C(Nc1ccccc1)Nc1cccc(-c2cn3cccnc3n2)c1,-4%,-10%,-1%
Cc1ccc(S(=O)(=O)N(C)c2cc(S(=O)(=O)N3CCOCC3)c(C)cc2C)cc1,-2%,-4%,5%
CCCCn1c(N)c(N(CCOC)C(=O)c2ccc(Br)o2)c(=O)[nH]c1=O,-4%,-6%,-24%
O=C(CC1C[C@H](C(=O)N2CCOCC2)[C@@]2(CCC3CCCC3)c3[nH]c4ccccc4c3CCN2C1=O)NCc1ccco1 (stereo partly drawn),-3%,1%,.
Cc1ccc2cc(CN(CCN(C)C)C(=O)Nc3ccc(Cl)cc3)c(=O)[nH]c2c1,-7%,-16%,4%
CC(C)=CCC/C(C)=C/CNC(=O)C[C@H]1C[C@H](C(=O)N2CCCCC2)[C@@]2(C)c3[nH]c4cc(-c5ccco5)ccc4c3CCN2C1=O,-10%,?,.
O=C(Nc1ccccc1)c1cccc2c(Br)cccc12,3%,22%,-1%
COc1cc2oc(-c3ccc(O)cc3)cc(=O)c2c(O)c1OC,-28%,-25%,10µM*
CC(=O)c1cccc(NC(=S)N2CCc3ccccc32)c1,-5%,14%,-9%
CNS(=O)(=O)c1ccc2c(c1)C(=O)c1cc(S(=O)(=O)NC)ccc1CC2,0%,1%,.
O=C(c1cccc(F)c1)n1nnc2ccccc21,0%,1%,2%
COc1cc(NC(=O)C2CCCC2)c(OC)cc1Cl,-5%,-4%,1%
CC1CCCN(S(=O)(=O)c2ccc(NC(=O)C3CCN(C(=O)c4ccco4)CC3)cc2)C1 (stereo not drawn),-7%,-23%,-7%
COc1cc(/C=N/N=C2/SCC(=O)N2c2ccc(O)cc2)ccc1O,-3%,-2%,-14%
COc1ccc([N+](=O)[O-])cc1NC(=O)CS(=O)(=O)c1ccc(C)cc1,0%,17%,5%
Cc1ccc(CNC(=O)CN2C(=O)C3CCCCN3c3ccc(C(=O)N(C)C)cc32)cc1 (stereo not drawn),-12%,-1%,.
O=C(O)CSCc1nc2cccnc2n1C1CCCCC1,4%,0%,-5%
COc1ccc(CNC(=O)COC(=O)c2ccccc2OCC(=O)Nc2ccc(SC(F)F)cc2)cc1,28%,3%,?
Cc1nn(C(=O)N2CCCCC2)c(C)c1CN1C(=O)c2ccccc2C1=O,-23%,-14%,9%
CCN(CC)C(=O)Cn1cc(S(=O)(=O)CC(=O)NCc2ccccc2)c2ccccc21,-15%,-4%,3%
C[n+]1ccccc1/C=C/c1c(F)cccc1F,?,-2%,0%
COc1cccc(-n2c(SC)nnc2-c2c[nH]c3ccccc23)c1,0%,11%,4%
Cc1c(C(=O)NN2CCOCC2)nn(-c2ccc(Cl)cc2Cl)c1-c1ccc(I)cc1,0%&-23%,.,-5%&-1%
COCCn1c(=O)c(-c2cn(C)c3ccccc23)nc2cnc(OCc3ccccc3)nc21,-9%,.,2%
COc1ccc(Br)cc1CNC(=O)C1COc2ccccc2C1 (stereo not drawn),-22%,-8%,.
CC(=O)c1ccc(OC(=O)N2CCOCC2)cc1,-26%,1%,-10%
COc1ccc(CN2CCOC2=O)cc1OC,-4%,14%,9%
Cc1cc(C)c(S(=O)(=O)N2CCCOC2CNC(=O)C(=O)NCc2ccco2)c(C)c1 (stereo not drawn),-5%,-2%,-9%
O=C1CC(c2ccccc2)CC(O)=C1C=Nc1ccccc1Cl (stereo not drawn),-1%,-3%,22%
COCCN(C(=O)COC(=O)CSc1ccc(Cl)cc1)c1c(N)n(Cc2ccccc2)c(=O)[nH]c1=O,-4%,-4%,-8%
CCn1c(CC(=O)Nc2cccc(Cl)c2Cl)nnc1SCCOc1ccc(OC)cc1,-8%,1%,2%
Cc1ccc(S(=O)(=O)N(Cc2ccccc2Cl)C(=O)N2CCN(C)CC2)cc1,-1%,-2%,-1%
COc1ccccc1C(=O)O/N=C(\N)c1ccc(Cl)cc1,-26%,-13%,15%
CC(C)CCC[C@@H](C)[C@@H]1CC[C@H]2C3=CC=C4CC(O)CC[C@]4(C)[C@H]3CC[C@@]21C (stereo partly drawn),-14%,.,-11%
COc1ccc(CN2CCN(C3CCC3)CC2CCO)c(F)c1 (stereo not drawn),-8%,-13%,-2%
Cc1ccc(NC(=O)CSCC(=O)Nc2cc(Cl)ccc2N2CCOCC2)cc1,0%,-2%,4%
CCN(CC)c1ccc(NC(=O)COC(=O)c2ccc3ccccc3n2)cc1,-12%,2%,-2%
CC(C)NC(=O)CSc1nccc(-c2cccs2)n1,-1%,16%,5%
O=C(CNC(=O)c1cccs1)c1ccc(F)cc1,-2%,0%,1%
COc1ccc(-c2nc3c4ccccc4n(CC(=O)N4CCN(c5ccccc5OC)CC4)c(=O)n3n2)cc1,0%,3%,.
Cn1c(=O)c2c(ncn2Cc2ccc(Cl)cc2)n(C)c1=O,-23%&-1%,8%&4%,2%
COc1cc(NC(=O)c2ccccc2)c(OC)cc1NC(=O)CN1CCOCC1,-8%,8%,-9%
CCN1CCCc2cc(CN(CCN3CCOCC3)C(=S)Nc3ccc(OC)cc3)ccc21,-6%,15%,-25%
CCn1c(-c2cccnc2Cl)nc2ccccc21,-1%,-7%,-1%
CC(O)c1nc2ccccc2n1Cc1ccc([N+](=O)[O-])cc1 (stereo not drawn),-1%,-1%,29%
# Further entries follow.
SMILES,KAT2A inh,FEN1 inhibitor,N370S GC
CCOc1ccc(OCCC(=O)OCC(=O)Nc2cc(OCC)c(N3CCOCC3)cc2OCC)cc1,-26%,7%,1%
CCN(c1ccc(OC)cc1)S(=O)(=O)c1ccc(-c2cc(C)no2)s1,-10%,-3%,18%
C/C=C(\C)C(=O)Nc1cccc(C2=NOC3(C2)C[C@@H](C(N)=O)N(C(=O)c2cc([N+](=O)[O-])cc([N+](=O)[O-])c2C)C3)c1 (stereo partly drawn),31%[activator],-7%,-8%
Cc1ccc(CNC(=O)Cn2ccn(-c3ccc(C)c(C)c3)c(=O)c2=O)cc1,-7%,-4%,.
COc1ccc(NC(=O)C2CC2)cc1-n1cnnn1,-7%,-7%,-3%
COc1ccccc1-c1nccc(NCc2ccccc2)n1,-6%,.,-15%
COc1ccc(C2=NOC(C(=O)Nc3cccnc3)C2)cc1OC (stereo not drawn),-17%,-14%,12%
N#C/C(=C\c1ccc(O)c(O)c1)C(=O)c1ccc(O)c(O)c1,-11%&-11%,1.4µM*,-9%&-25%
CCOC(=O)c1cn(-c2nc(-c3ccc(Cl)cc3)cs2)c2c(F)c(N3CC(C)OC(C)C3)c(F)cc2c1=O (stereo not drawn),-6%,.,0%
CCOC(=O)C1=CN(Cc2ccco2)S(=O)(=O)N(C)C1c1cccc(OC)c1 (stereo not drawn),-6%,-23%,.
CC1CN(C(=O)c2cccc(COc3ccc(Br)cc3)c2)CC(C)O1 (stereo not drawn),0%,3%,-28%
CN(C)C(CNC(=O)c1cc(Br)ccc1Cl)c1ccco1 (stereo not drawn),-4%,-8%,-11%
Cc1cc(NC(=O)CCC(=O)N(CC(=O)NC2CCCC2)c2ccc(Cl)c(Cl)c2)no1,-5%,-6%,-3%
O=S(=O)(c1ccccc1)N1CCN(C(=S)NCCc2ccccc2)CC1,-20%,3%,-2%
O=C(NCCCO)c1cc2ccccc2[nH]1,-7%,21%,-20%
O=C(Nc1ccccc1C(=O)N1CCOCC1)c1ccc(CSc2ccccc2)cc1,-9%,4%,7%
COc1ccc(NC(=O)c2nnn(Cc3nc(-c4cc(OC)c(OC)c(OC)c4)oc3C)c2C)cc1,-5%,-1%,.
COC(=O)c1ccc(COc2cc(C)ccc2C)o1,-3%,-15%,0%
CCc1ccc(OCC(=O)OCC(=O)NCCNC(=O)COC(=O)COc2ccc(CC)cc2)cc1,-3%,-1%,-6%
C[C@@H]1C[C@H]2[C@@H]3C[C@H](F)C4=CC(=O)C=C[C@]4(C)[C@@]3(Cl)[C@@H](O)C[C@]2(C)[C@H]1C(=O)COC(=O)C(C)(C)C,-16%,17%,2%
COc1cc(-c2ccc(N=Nc3ccc4c(S(=O)(=O)O)cc(S(=O)(=O)O)c(N)c4c3O)c(OC)c2)ccc1N=Nc1ccc2c(S(=O)(=O)O)cc(S(=O)(=O)O)c(N)c2c1O,4µM*,.,-16%
C=C(C)Cn1c(CCNC(=O)C(C)(C)C)nc2ccccc21,-9%,-6%,3%
C/C(=N/O)c1ccccn1,-2%,0%,-16%
Cc1[nH]c(=O)[nH]c(=O)c1S(=O)(=O)N1CCC(C(=O)NC(C)c2ccccc2)CC1 (stereo not drawn),1%,3%,-2%
CCCCNC(=O)c1c(O)c2cccc3c2n(c1=O)CCC3,-4%,-14%,2%
COc1ccc2c(c1O)C(=O)c1ccccc1C2=O,2%,.,-9%
O=C(O)Cn1c(SCc2cccc3ccccc23)nc2ccccc21,-2%,6%,-5%

# Structures shown so far that have fluorine, in the order listed:
SMILES,KAT2A inh,FEN1 inhibitor,N370S GC
CCCNC(=O)c1cc(S(=O)(=O)N2CCc3ccccc32)ccc1F,-5%,-5%,1%
[O-]/C(=C(\C(=S)Nc1cccc2ccccc12)[n+]1ccccc1)c1ccc(OC(F)F)cc1,1%,-4%,-1%
O=C(NCC(=O)N(c1cccc(F)c1)C(C(=O)NC1CCCC1)c1ccco1)c1ccco1 (stereo not drawn),-3%,10%,-6%
O=C(c1cccc(F)c1)n1nnc2ccccc21,0%,1%,2%
COc1ccc(CNC(=O)COC(=O)c2ccccc2OCC(=O)Nc2ccc(SC(F)F)cc2)cc1,28%,3%,?
C[n+]1ccccc1/C=C/c1c(F)cccc1F,?,-2%,0%
COc1ccc(CN2CCN(C3CCC3)CC2CCO)c(F)c1 (stereo not drawn),-8%,-13%,-2%
O=C(CNC(=O)c1cccs1)c1ccc(F)cc1,-2%,0%,1%
CCOC(=O)c1cn(-c2nc(-c3ccc(Cl)cc3)cs2)c2c(F)c(N3CC(C)OC(C)C3)c(F)cc2c1=O (stereo not drawn),-6%,.,0%
C[C@@H]1C[C@H]2[C@@H]3C[C@H](F)C4=CC(=O)C=C[C@]4(C)[C@@]3(Cl)[C@@H](O)C[C@]2(C)[C@H]1C(=O)COC(=O)C(C)(C)C,-16%,17%,2%

# 3 compounds from above, ordered by the number in N370S GC, low to high:
SMILES,KAT2A inh,FEN1 inhibitor,N370S GC
Cc1[nH]c(=O)[nH]c(=O)c1S(=O)(=O)N1CCC(C(=O)NC(C)c2ccccc2)CC1 (stereo not drawn),1%,3%,-2%
COC(=O)c1ccc(COc2cc(C)ccc2C)o1,-3%,-15%,0%
C[C@@H]1C[C@H]2[C@@H]3C[C@H](F)C4=CC(=O)C=C[C@]4(C)[C@@]3(Cl)[C@@H](O)C[C@]2(C)[C@H]1C(=O)COC(=O)C(C)(C)C,-16%,17%,2%
